ZTA counter = blocks Epstein-Barr virus ZTA, an EBNA-1 counter-screen | 320,000 compounds, 0.15% hits | ZTA-DNA binding, fluorescence polarization | inhibition, % at 11 µM | P03206 | AID 2234; in the data active = inhibition above about 33%
EBNA-1 inhibitor = blocks EBNA-1 binding to DNA; AID 1950; EBNA-1 DNA binding, fluorescence polarization; 300,000 compounds, 0.34% hits; inhibition, % at 14.8 µM; in the data active = inhibition above about 28%
MCL1-BIM inh = disrupts human MCL1 binding to BIM-BH3 peptide | GST-MCL1 / FITC-Bim-BH3 fluorescence polarization | 320,000 compounds, 0.68% hits | inhibition, % at 10.9 µM | AID 2057;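 active = inhibition above the mean inhibition of all tested compounds plus 3 SD, set per campaign, cut at about 40% in these data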;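 also: 0% = DMSO wells and 100% = unlabeled Bim-BH3 peptide control; higher means more loss of mP so more displacement of Bim peptide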
Target sequence (Q07820 whole entry, looked up): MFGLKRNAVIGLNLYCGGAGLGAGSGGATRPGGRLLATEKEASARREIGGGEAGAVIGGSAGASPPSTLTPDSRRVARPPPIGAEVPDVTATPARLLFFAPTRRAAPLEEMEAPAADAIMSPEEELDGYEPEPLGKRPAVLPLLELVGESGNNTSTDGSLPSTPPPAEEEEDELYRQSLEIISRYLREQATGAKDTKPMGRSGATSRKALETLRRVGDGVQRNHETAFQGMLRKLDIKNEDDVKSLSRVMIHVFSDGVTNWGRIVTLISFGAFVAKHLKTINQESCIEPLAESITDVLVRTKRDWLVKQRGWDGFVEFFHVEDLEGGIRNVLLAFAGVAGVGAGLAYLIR
MEX-5 binding = C. elegans MEX-5 TCR-2 RNA binding activity. Q9XUB2. MEX-5/FITC-TCR2 RNA binding, fluorescence polarization; hits give low values. activity score (negative = inhibition of binding), % at 10 µM. 300,000 compounds, 0.38% hits;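 active = inhibition past about -25% in most replicates, and total fluorescence under double the plate's negative control median, limit read from the data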;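 also: 0% = DMSO and -100% = 5 µM competing unlabeled TCR2 RNA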
Target sequence (Q9XUB2 whole entry, looked up): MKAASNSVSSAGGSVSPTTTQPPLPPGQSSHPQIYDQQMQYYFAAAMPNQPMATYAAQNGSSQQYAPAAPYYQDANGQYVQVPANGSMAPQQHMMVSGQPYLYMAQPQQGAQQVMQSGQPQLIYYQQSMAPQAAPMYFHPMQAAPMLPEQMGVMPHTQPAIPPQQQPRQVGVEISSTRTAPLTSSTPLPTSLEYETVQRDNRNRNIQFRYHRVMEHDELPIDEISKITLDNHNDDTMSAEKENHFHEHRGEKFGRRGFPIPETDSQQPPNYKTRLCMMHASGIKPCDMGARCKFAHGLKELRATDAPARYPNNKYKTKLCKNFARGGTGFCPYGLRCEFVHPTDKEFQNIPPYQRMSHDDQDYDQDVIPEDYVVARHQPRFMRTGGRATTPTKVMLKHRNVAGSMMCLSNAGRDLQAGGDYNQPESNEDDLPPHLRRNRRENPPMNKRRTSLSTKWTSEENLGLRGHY
GLD-1 RNA inh = GLD-1-TGE RNA interaction inhibition (C. elegans) | Q17339 | purified GLD-1 + fluorescein TGE RNA, fluorescence polarization | inhibition, % at 5.96 µM | 320,000 compounds, 0.44% hits | AID 2280;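 active = percent inhibition above a per-plate cutoff, the plate mean of test compounds plus 3 SD, cut at about 30% in these data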;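 also: 0% = DMSO wells with GLD-1 and probe and 100% = wells lacking GLD-1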
Efflux pump mplx = inhibitors of Candida antifungal efflux pumps expressed in yeast; S. cerevisiae Candida pump triplex, Nile Red efflux; 330,000 compounds, 0.44% hits; AID 485275; inhibition, % at 10 µM;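 active = plate passing quality check with inhibition over a set limit, or well fluorescence over plate mean plus 4 SD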;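 also: Nile Red retained in pooled yeast measured as flow cytometry median fluorescence; 0% = buffer negative control and 100% = Enniatin B positive control; higher means more Nile Red kept so more efflux inhibition; some compounds called inactive have numbers as strong as hits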
CR mimetic SO = yeast age-related superoxide inhibition as caloric restriction mimetic; S. cerevisiae aged cells, superoxide DHE fluorescence; hits give low values; superoxide response (% of plate mean), % at 10 µM; 330,000 compounds, 0.18% hits;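 active = superoxide response under a set limit, about three screen SD below normal, cut at about 65% in these data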;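 also: yeast aged for seven days with compound at 30 °C before DHE staining; 100% = average MFI of all compound-treated wells on the plate with controls excluded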
Bcl-xL primary = inhibitors of human Bcl-xL; 320,000 compounds, 0.7% hits; inhibition, % at 10.9 µM; Q07817; GST-Bcl-xL / FITC-Bim BH3 peptide fluorescence polarization;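 active = inhibition above the mean of all tested compounds plus 3 SD, cutoff set per campaign, cut at about 30% in these data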;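 also: 0% = DMSO wells and 100% = unlabeled Bim-BH3 peptide competitor; inhibitors lower millipolarization by displacing the labeled peptide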
Target sequence (Q07817 whole entry, looked up): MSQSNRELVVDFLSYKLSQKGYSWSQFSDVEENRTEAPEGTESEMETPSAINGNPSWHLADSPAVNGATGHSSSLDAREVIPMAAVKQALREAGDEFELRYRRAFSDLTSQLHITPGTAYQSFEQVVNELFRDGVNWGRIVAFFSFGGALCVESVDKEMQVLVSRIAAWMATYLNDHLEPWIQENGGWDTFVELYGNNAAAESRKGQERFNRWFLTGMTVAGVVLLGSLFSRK
Fam108B counter = counter-screen for RBBP9 inhibitors: inhibitors of mouse Fam108B; 300,000 compounds, 0.33% hits; recombinant Fam108B, FP-Rh probe fluorescence polarization; inhibition, % at 9.51 µM; AID 1947;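 active = inhibition above the screen mean inhibition plus 3 SD, computed separately per campaign, cut at about 18% in these data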;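 also: inhibitors lower polarization as less probe binds the enzyme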
An asterisk follows results filed as active; . = not tested or not shown. An unsorted share of the library; any-hit rate near 2.3%.

Value order – GLD-1 RNA inh | Fam108B counter | Bcl-xL primary | Efflux pump mplx | MCL1-BIM inh | CR mimetic SO | MEX-5 binding | EBNA-1 inhibitor | ZTA counter
> Cc1c(C)c2ccc(OC(C)C(=O)NCc3ccccn3)cc2oc1=O (stereo not drawn)
  -5 | -1 | 9 | -0.1 | 6 | 82 | 2.6 | -9 | -13
> COc1ccc(C(=S)N2CCOCC2)cc1OC(=O)c1cc(OC)c(OC)c(OC)c1
  7 | -6 | 6 | 0.2 | 10 | 93 | 0.7 | -2 | 0
> CCc1cccc(C)c1NS(=O)(=O)c1cccs1
  1 | -3 | 6 | 0.0 | 3 | 94 | -1.3 | 6 | -2
> COc1ccc2nc3c(cc2c1)c(NC(=O)C1CCCO1)nn3CC(C)C (stereo not drawn)
  9 | 4 | 3 | -0.1 | 6 | 91 | 0.2 | 9 | 8
> Cc1ccc(OCCn2c(SCCO)nc3c(N)ncnc32)cc1
  -6 | 3 | -1 | 0.1 | -1 | 103 | 1.8 | 1 | -7
> CCOC(=O)c1c(NC(=O)CSc2nnc(-c3ccccc3)o2)sc(C(C)=O)c1C
  0 | 4 | -6 | 0.2 | -4 | 98 | 1.0 | 13 | 0
> CCCC(=O)C1=C(O)C(C(=O)OC)C(C)(C)CC1=Nc1ccc(Br)cc1 (stereo not drawn)
  9 | 3 | -2 | -0.1 | -6 | 87 | -0.1 | 7 | -4
> COC(=O)c1c(NC(=O)CC2Nc3ccccc3NC2=O)sc(C)c1C (stereo not drawn)
  -17 | 0 | 0 | -0.2 | -4 | 92 | -32* | -12 | -1
> CCOC(=O)/C(C(=Nc1ccccc1)Nc1ccccc1)=C(\C)O
  4 | -2 | 3 | 0.1 | 0 | 103 | 1.0 | -6 | 5
> CCOc1cc(CNc2ccccc2)cc(Br)c1OCC(=O)NC(C)(C)C
  3 | 0 | 2 | 0.1 | 7 | 98 | -0.6 | 4 | 7
> O=C(N1CCNCC1)N1CCOCC1
  4 | 1 | 4 | 0.0 | 8 | 98 | 1.6 | 6 | -1
> COc1cc2c(cc1OC)CN(Cc1ccc(OC)c(C)c1OC)CC2
  1 | -2 | 5 | 0.1 | 1 | 113 | -1.1 | -8 | 5
> Cc1ccc(C(=O)Cn2nnc(-c3ccccc3-n3cnnn3)n2)cc1
  7 | 2 | -2 | 0.1 | -8 | 108 | -1.2 | 2 | 9
> O=C1NCCN/C1=C\C(=O)c1ccccc1
  0 | -3 | 2 | 0.0 | -2 | 99 | 0.5 | -4 | -1
> CN(C)c1ccc(/C=N/NC(=O)CN(c2ccccc2Cl)S(C)(=O)=O)cc1Br
  1 | -4 | 15 | 0.1 | 4 | 97 | 0.0 | -11 | -13
> Cc1ccc(NC(=O)CSc2nnc(NC(=O)c3ccc(S(=O)(=O)N4CCOCC4)cc3)s2)cc1
  0 | -2 | 6 | -0.1 | 13 | 95 | 2.7 | 56* | 10
> Cc1ccc(S(=O)(=O)CCC(=O)OCc2ccccc2F)cc1
  7 | 3 | 6 | 0.1 | -2 | 101 | 2.4 | 4 | 5
> Cc1ccc(C2CC(c3cccs3)=NN2C(=O)CSC2=NN3CCCC(=O)N=C3S2)cc1 (stereo not drawn)
  -7 | -8 | 2 | 0.1 | -4 | 93 | -0.5 | 1 | 0
> CCC(C)n1c(=S)[nH]c2ccccc2c1=O (stereo not drawn)
  0 | 2 | 3 | -0.1 | 5 | 108 | -2.2 | 7 | 17
> Cc1ccc(NC(=O)CSc2nccn2C)cc1F
  1 | -1 | 4 | 0.1 | 7 | 99 | 1.2 | 9 | 4
> O=S(=O)(NC1CC1)c1ccc(S(=O)(=O)N2CCN3CCCC3C2)cc1 (stereo not drawn)
  1 | 3 | 5 | 0.1 | 5 | 97 | -0.9 | 4 | 1
> CCOC(=O)c1c(C)n(C)c2cc(Br)c(C)cc12
  8 | -2 | 5 | 0.0 | 1 | 106 | 3.6 | -10 | -11
> COc1cccc(-c2cc(C(=O)N3CCN(c4ccccc4OC)CC3)no2)c1
  3 | 3 | 10 | 0.1 | 12 | 108 | 4.0 | 2 | -19
> COc1ccc(-c2nnc(SCC(=O)NC(=O)Cc3ccccc3)n2C)cc1
  5 | . | -22 | 0.1 | -28 | 91 | . | . | 16
> CCCc1cc(=O)n2[nH]c(-c3cc(OC)c(OC)c(OC)c3)nc2n1
  -1 | -7 | 12 | 0.2 | 10 | 108 | 3.8 | -11 | -8
> CCOC(=O)n1c(=O)n(Cc2c(Cl)cccc2Cl)c2ccccc21
  -2 | -4 | 2 | -0.1 | 0 | 106 | -2.8 | -3 | -4
> Cc1cc(S(=O)(=O)N2CCOCC2)ccc1OCC(=O)NCc1ccco1
  2 | 0 | 4 | -0.1 | 1 | 102 | -1.6 | -3 | 4
> c1ccc(CCCCNCC2COc3ccccc3O2)cc1 (stereo not drawn)
  -1 | -1 | 2 | -0.1 | 6 | 84 | 0.8 | 3 | 8
> Cc1cc2nc(C3CCN(C(=S)NCC(C)C)CC3)[nH]c2cc1C
  -1 | -2 | 5 | 0.0 | 3 | 79 | 2.6 | 0 | 27
> O=C(O)CC(C(=O)NC1CCCCC1)C1CCCO1 (stereo not drawn)
  1 | -4 | 3 | 0.0 | 6 | 98 | 0.2 | 2 | 1

Whole records from above. Order of screens: GLD-1 RNA inh, Fam108B counter, Bcl-xL primary, Efflux pump mplx, MCL1-BIM inh, CR mimetic SO, MEX-5 binding, EBNA-1 inhibitor, ZTA counter
Listed for O=C(N1CCNCC1)N1CCOCC1 = 4, 1, 4, 0.0, 8, 98, 1.6, 6, -1
Listed for CCC(C)n1c(=S)[nH]c2ccccc2c1=O (stereo not drawn) = 0, 2, 3, -0.1, 5, 108, -2.2, 7, 17

Continuation.
Value order – GLD-1 RNA inh | Fam108B counter | Bcl-xL primary | Efflux pump mplx | MCL1-BIM inh | CR mimetic SO | MEX-5 binding | EBNA-1 inhibitor | ZTA counter
> COCCSc1ccccc1C(=O)Nc1cc(C)ccn1
  0 | 2 | -2 | 0.0 | -4 | 120 | 3.0 | -5 | -5
> COc1ccc(Nc2ccnc(Nc3ccc(OC)cc3)n2)cc1
  5 | 1 | 3 | -0.1 | 4 | 95 | -1.2 | -8 | 2
> COc1ccc(C(=O)Nc2cc3c(cc2OC)CCCC3)cc1Br
  -2 | -13 | 4 | -0.1 | 4 | 115 | 1.2 | -3 | -10
> CCCCn1c(C(C)NC(=O)COC)nc2ccccc21 (stereo not drawn)
  1 | 0 | 4 | 0.0 | 1 | 94 | 3.1 | -3 | 2
> COc1cc2[nH]c(=O)n(CCCC(=O)NCCc3ccccc3)c(=O)c2cc1OC
  -6 | -2 | 7 | 0.0 | 8 | 95 | 0.0 | 1 | -6
> CC(=O)Nc1ccc(S(=O)(=O)NNC(=O)c2ccc([N+](=O)[O-])cc2)cc1
  -1 | 6 | 4 | -0.1 | 6 | 101 | -1.9 | 8 | -2
> O=S(=O)(NCCOc1ccccc1Cl)c1ccc2oc3ccccc3c2c1
  3 | -23 | 3 | -0.2 | -4 | 92 | 2.2 | 16 | -10
> CN1C(=O)C(O)(CC(=O)c2cccnc2)c2ccccc21 (stereo not drawn)
  10 | 0 | 1 | 0.7 | -3 | 83 | 0.5 | 3 | -18
> COC(=O)c1c(NC(=O)COC(=O)Cn2cnc3ccccc32)sc(C)c1C
  1 | -1 | 7 | 0.0 | 4 | 93 | 4.2 | 1 | 4
> O=C(N/N=C/C=C/c1cccc([N+](=O)[O-])c1)C(O)c1ccccc1 (stereo not drawn)
  5 | -1 | -2 | 0.0 | 2 | 87 | 1.5 | -4 | 2
> CCn1cc(C(=O)OCC(=O)Nc2c(C)cccc2C)c(=O)c2ccc(C)nc21
  3 | -1 | -9 | 0.3 | -23 | 110 | 0.1 | -10 | 1
> Cc1ccc(S(=O)(=O)N2CCCC(C(=O)NCC3CCCO3)C2)cc1 (stereo not drawn)
  8 | -1 | 4 | -0.1 | -1 | 94 | 2.7 | -3 | -16
> COc1ccc(-c2[nH]ncc2CN2CCN(Cc3cccs3)CC2)cc1F
  -8 | -3 | 6 | -0.1 | 9 | 97 | -2.1 | 4 | -4
> O=C(c1ccc(CS(=O)Cc2cccc(Cl)c2)o1)N1CCN(C2CCCCC2)CC1 (stereo not drawn)
  7 | -1 | -3 | 0.0 | 0 | 97 | -0.9 | -8 | -20
> COc1ccc(N=C2NC(=O)S/C2=C\c2ccc(N(C)C)cc2)cc1
  14 | 32* | -65 | 0.2 | -115 | 111 | 2.4 | -1 | -8
> Cc1cccc(-c2nc3ccccc3c(=O)n2NC(=O)c2cccs2)c1
  6 | 7 | 4 | -0.1 | 3 | 97 | 4.4 | 11 | -13
> Cc1ccc(CN2CCN(/N=C/c3ccc(C(F)(F)F)cc3)CC2)cc1
  0 | 1 | 0 | -0.2 | -1 | 88 | -0.8 | 2 | -1
> CCCC(C(=O)NC1CCCCC1)N(Cc1ccco1)C(=O)CNS(=O)(=O)c1ccccc1 (stereo not drawn)
  3 | 1 | 2 | 0.0 | 3 | 77 | -0.7 | 4 | -10
> CC(=O)Oc1cc2c(cc1Cl)C(c1cccs1)CC1(CC(C)(C)NC(=S)N1)O2 (stereo not drawn)
  -3 | -6 | -7 | -0.1 | -3 | 114 | -0.3 | -1 | -12
> CC(=O)Nc1ccc(S(=O)(=O)NCCC(=O)OCC(=O)c2ccc(Br)cc2)cc1
  0 | -1 | 0 | -0.1 | 0 | 100 | 0.4 | 6 | 3
> COCCn1c(SCc2ccc(Cl)cc2)nc2c1c(=O)[nH]c(=O)n2C
  -1 | 2 | 6 | 0.0 | 2 | 95 | -0.5 | -5 | 6
> Cc1cc(Nc2cccc(O)c2)c2ccccc2n1
  10 | -2 | 3 | -0.1 | 11 | 96 | 1.7 | -6 | -18
> COc1ccc(S(=O)(=O)N(CCc2ccccc2)CC(=O)O)cc1Cl
  4 | -3 | 4 | -0.1 | 1 | 107 | . | -1 | -3
> COC(=O)c1ccc(NCN2C(=O)C3C4CCC(C4)C3C2=O)cc1 (stereo not drawn)
  5 | -2 | 2 | -0.1 | 5 | 104 | 0.4 | 4 | 15
> CO[C@@H]1O[C@@H]2COC(c3ccccc3)O[C@@H]2[C@@H](OC)[C@@H]1O (stereo partly drawn)
  4 | -3 | 2 | 0.2 | 1 | 102 | 1.6 | -5 | -17
> CC(=O)Nc1ccc2c(c1)nc(CCN1CCN(C)CC1)n2C
  3 | 7 | 0 | -0.1 | -1 | 102 | -1.2 | -3 | -11
> COc1ccc(/C=C/C(=O)N(C)C2CCS(=O)(=O)C2)cc1OC (stereo not drawn)
  1 | -2 | 5 | 0.2 | 9 | 99 | -0.5 | -6 | 2
> COc1ccc(-n2c(SCCNCCO)nc3sc4c(c3c2=O)CCCC4)cc1
  1 | 0 | 3 | 0.0 | 0 | 102 | 3.3 | 2 | -4
> CC(C)(C)n1nc2c(c1NC(=O)c1ccccc1)CS(=O)(=O)C2
  -10 | 8 | 2 | -0.1 | 1 | 76 | -5.1 | 6 | 1
> O=C(c1ccc(F)cc1)N1CCN(c2cnn(-c3ccccc3)c(=O)c2Cl)CC1
  -4 | -2 | 3 | 0.1 | -1 | 88 | -1.9 | -6 | 9
> O=C1CCC(C(=O)Nc2cccc(C(F)(F)F)c2)N1 (stereo not drawn)
  -2 | 4 | -3 | 0.1 | 3 | 85 | 1.9 | 3 | 5
> CC(NCC(O)COc1ccc2ccccc2c1)c1ccccc1 (stereo not drawn)
  -8 | -6 | 2 | -0.3 | 6 | 97 | 0.3 | -5 | -4

Compound activity as filed in PubChem BioAssay.
